Bioassay records as filed in PubChem.
KAT2A inh: inhibitors of human GCN5L2 histone acetyltransferase. Q92830. GCN5L2 HAT assay, ThioGlo1 CoA-SH fluorescence. Potency, µM (series often up to 58.9 µM), for the others: at the highest dose activity change, negative = inhibition, actives largely listed as inhibitors. 390,000 compounds, 0.21% hits. AID 504327
Target sequence (Q92830 whole entry, looked up): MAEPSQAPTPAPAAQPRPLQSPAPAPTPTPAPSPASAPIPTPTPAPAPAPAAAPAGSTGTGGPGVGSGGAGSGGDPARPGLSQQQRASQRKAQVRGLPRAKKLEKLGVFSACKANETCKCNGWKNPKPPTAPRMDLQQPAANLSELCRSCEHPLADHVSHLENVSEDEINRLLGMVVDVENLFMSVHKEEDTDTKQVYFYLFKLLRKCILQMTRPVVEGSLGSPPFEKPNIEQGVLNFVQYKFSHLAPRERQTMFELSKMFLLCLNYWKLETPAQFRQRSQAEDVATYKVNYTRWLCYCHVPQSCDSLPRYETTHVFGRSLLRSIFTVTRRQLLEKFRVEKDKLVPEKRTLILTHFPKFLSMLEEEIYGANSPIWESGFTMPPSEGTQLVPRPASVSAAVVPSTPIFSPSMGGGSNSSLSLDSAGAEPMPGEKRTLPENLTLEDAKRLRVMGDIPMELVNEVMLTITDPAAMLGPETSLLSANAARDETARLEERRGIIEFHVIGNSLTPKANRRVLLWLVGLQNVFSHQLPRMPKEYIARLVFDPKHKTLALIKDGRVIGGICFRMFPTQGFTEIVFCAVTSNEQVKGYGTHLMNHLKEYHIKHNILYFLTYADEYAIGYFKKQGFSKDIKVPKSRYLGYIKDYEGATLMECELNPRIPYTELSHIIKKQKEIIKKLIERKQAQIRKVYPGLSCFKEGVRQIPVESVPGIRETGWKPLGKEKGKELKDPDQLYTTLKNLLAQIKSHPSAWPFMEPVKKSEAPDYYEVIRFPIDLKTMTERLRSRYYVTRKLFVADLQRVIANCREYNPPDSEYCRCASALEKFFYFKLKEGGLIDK
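Free CoA generated was detected with ThioGlo1 (50uM) fluorescence at Ex340nm/Em540nm, read immediately and after 20 min at room temperature. Enzyme, 20 nM in HEPES pH 7.5 buffer, saw compounds 15 min before adding 75uM H3(1-25) peptide and 70uM acetyl-CoA.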
TDP1 cell CPT: growth inhibition of DT40 Tdp1-/-;hTDP1 cells with camptothecin (screen for TDP1 inhibitors); chicken DT40 Tdp1-/-;hTDP1 cells + 20 nM CPT, ATP luminescence, 48 h; Potency, µM (titrated, usually from 46.2 µM), for inactives: at the highest dose activity change, negative = growth inhibition, usual class: inhibitors; 420,000 compounds, 12% hits; also: nearly all actives have a fitted effect of over 55% in size
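Chicken DT40 Tdp1-/- cells stably complemented with human TDP1 were seeded at 400 cells/well in medium containing 20 nM camptothecin, exposed to pin-transferred compounds, and grown at 37 °C for at least 48 hr. Viability was read as ATP luminescence.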
TDP1 cell noCPT: qHTS for Inhibitors of human tyrosyl-DNA phosphodiesterase 1 (TDP1): qHTS in cells in absence of CPT. Potency, µM (top dose mostly 46.2 µM), for the others: at the top dose activity change, negative = growth inhibition, actives largely listed as inhibitors. DT40 Tdp1-/- hTDP1 cells, no CPT, ATP luminescence, 48 h. 420,000 compounds, 15% hits; also: nearly all actives have a fitted effect of over 55% in size
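Camptothecin absent (DMSO only). Human TDP1-complemented DT40 knockout cells, 400 cells/well, 37 °C for minimum 48 hr; ATP measured via CellTiter-Glo, 30 min dark incubation, luminescence.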
Numbers without * were called inactive; & = joins results of further samples; [ ] = dose if it differs, or a comment. Calls follow the shape of the dose curve; as a rule, active = well fitted curve in the direction sought with a large enough effect; inconclusive = small, poorly fitted or top-dose-only effect, or another doubt; inactive = no such curve, though single readings can be large; an effect the other way counts as inactive or inconclusive. % is scaled to controls: 0 for no effect and ±100 for the full control effect; potency is read from the fitted curve at half-maximal effect. Only part of the results is shown; rates above refer to the full screens.

For COc1cccc(-c2nc(CS(=O)(=O)CC(=O)NCc3ccc(C)cc3)c(C)o2)c1 the results were KAT2A inh -1%, TDP1 cell CPT 23µM* and TDP1 cell noCPT inconclusive.
CCc1nc2ccc(C(=O)NCc3cccc(Br)c3)cc2nc1CC was read as KAT2A inh -2%, TDP1 cell CPT inconclusive and TDP1 cell noCPT inconclusive.
For CC(C)NC(=O)NC(=O)CN1C(=O)NC(Cc2c[nH]c3ccccc23)C1=O (centres undefined) the results were KAT2A inh -2%, TDP1 cell CPT -11% and TDP1 cell noCPT 3%.
For c1ccc(CN=C2Nc3ccccc3CS2)nc1 the results were KAT2A inh 2%, TDP1 cell CPT 7% and TDP1 cell noCPT -15%.
For NS(=O)(=O)c1ccc(NC(=O)CSc2nnc(C3CC3)n2C2CC2)cc1 the results were KAT2A inh 1%, TDP1 cell CPT 3% and TDP1 cell noCPT 6%.
`CCC(Sc1nc2nccnc2c(=O)n1Cc1ccc(OC)cc1)C(=O)NC1CCCCC1` (centres undefined) gave KAT2A inh 1%, TDP1 cell CPT -29% and TDP1 cell noCPT -18%.
CC1(C(=O)NS(=O)(=O)c2ccc(Cl)cc2)CCN1C(=O)c1ccccc1 (centres undefined) was read as TDP1 cell CPT 0% and TDP1 cell noCPT -3%.
Screening CCOC(=O)c1c(NC(=S)N2CCN(C)CC2)sc(C)c1-c1ccccc1 returned KAT2A inh -8%, TDP1 cell CPT inconclusive and TDP1 cell noCPT inconclusive.
`COc1cccc(-n2c(=O)n(Cc3ccccc3)c(=O)c3[nH]cnc32)c1` gave KAT2A inh -15%, TDP1 cell CPT -12% and TDP1 cell noCPT -3%.
For COc1ccc(Cc2n[nH]c(=S)n2NC(=O)Nc2ccc(Cl)c(Cl)c2)cc1 the results were KAT2A inh -19%, TDP1 cell CPT 10µM* and TDP1 cell noCPT 7.3µM*.
Screening CC(C)CC1(C)N=C(c2ccccc2)C(=S)N1 (centres undefined) returned KAT2A inh -5%, TDP1 cell CPT -18% and TDP1 cell noCPT inconclusive.
Cc1ccc(NC(=O)Cn2c(=O)n(-c3ccc(CC(=O)NCC4CCCO4)cc3)c(=O)c3ccccc32)cc1 (centres undefined) was read as KAT2A inh -7%, TDP1 cell CPT 5% and TDP1 cell noCPT -1%.
COc1ccc(CNC(=S)Nc2ccc(F)c(Cl)c2)cc1OC was read as KAT2A inh -11%, TDP1 cell CPT -13% and TDP1 cell noCPT -21%.
CC1CC1C(=O)Nc1nc(-c2cccs2)c(-c2cccs2)s1 (centres undefined) was read as KAT2A inh -25%, TDP1 cell CPT inconclusive and TDP1 cell noCPT inconclusive.
`CS(=O)(=O)Nc1cccc(C2=NN(C(=O)c3ccccc3Cl)C(c3ccccc3O)C2)c1` (centres undefined) gave KAT2A inh -4%, TDP1 cell CPT 15µM* and TDP1 cell noCPT 29µM*.
`Cc1ccc2c(CN3CCN(S(=O)(=O)/C=C/c4ccccc4)CC3)cc(=O)oc2c1` gave KAT2A inh -6%, TDP1 cell CPT -27% and TDP1 cell noCPT inconclusive.
Screening CCOc1ccccc1C(=O)NC(CO)C(=O)O (centres undefined) returned KAT2A inh -6%, TDP1 cell CPT -2% and TDP1 cell noCPT -12%.
O=C(NC1CCS(=O)(=O)C1)c1ccc(S(=O)(=O)NCC2CCCO2)cc1 (centres undefined) was read as KAT2A inh -6%, TDP1 cell CPT 3% and TDP1 cell noCPT 10%.
`CCCC(=O)NC(c1cccs1)c1cc(Cl)c2cccnc2c1O` (centres undefined) gave KAT2A inh 4%, TDP1 cell CPT 5.2µM* and TDP1 cell noCPT 2.9µM*.
For CC(=O)Nc1ccc(NC(=O)C(C)OC(=O)/C=C/c2cn(-c3ccccc3)nc2-c2cccnc2)cc1 (centres undefined) the results were KAT2A inh 2%, TDP1 cell CPT inconclusive and TDP1 cell noCPT 21µM*.

Already shown: entries from further up.
For COc1cccc(-c2nc(CS(=O)(=O)CC(=O)NCc3ccc(C)cc3)c(C)o2)c1 the results were KAT2A inh -1%, TDP1 cell CPT 23µM* and TDP1 cell noCPT inconclusive.
CCc1nc2ccc(C(=O)NCc3cccc(Br)c3)cc2nc1CC was read as KAT2A inh -2%, TDP1 cell CPT inconclusive and TDP1 cell noCPT inconclusive.
For CC(C)NC(=O)NC(=O)CN1C(=O)NC(Cc2c[nH]c3ccccc23)C1=O (centres undefined) the results were KAT2A inh -2%, TDP1 cell CPT -11% and TDP1 cell noCPT 3%.
For c1ccc(CN=C2Nc3ccccc3CS2)nc1 the results were KAT2A inh 2%, TDP1 cell CPT 7% and TDP1 cell noCPT -15%.
For NS(=O)(=O)c1ccc(NC(=O)CSc2nnc(C3CC3)n2C2CC2)cc1 the results were KAT2A inh 1%, TDP1 cell CPT 3% and TDP1 cell noCPT 6%.
`CCC(Sc1nc2nccnc2c(=O)n1Cc1ccc(OC)cc1)C(=O)NC1CCCCC1` (centres undefined) gave KAT2A inh 1%, TDP1 cell CPT -29% and TDP1 cell noCPT -18%.
CC1(C(=O)NS(=O)(=O)c2ccc(Cl)cc2)CCN1C(=O)c1ccccc1 (centres undefined) was read as TDP1 cell CPT 0% and TDP1 cell noCPT -3%.
Screening CCOC(=O)c1c(NC(=S)N2CCN(C)CC2)sc(C)c1-c1ccccc1 returned KAT2A inh -8%, TDP1 cell CPT inconclusive and TDP1 cell noCPT inconclusive.

Further entries follow.
For CCCCN1CC(N2CCN(CCN(C)C)CC2)CS1(=O)=O (centres undefined) the results were TDP1 cell CPT -4% and TDP1 cell noCPT 4%.
Screening O=C(CC(NS(=O)(=O)c1ccc(Cl)cc1)c1ccco1)N1CCc2ccccc21 (centres undefined) returned KAT2A inh -8%, TDP1 cell CPT -19% and TDP1 cell noCPT -16%.
Screening COc1ccc(NC(=O)CCS(=O)(=O)c2nc(-c3cccs3)cc(C(F)(F)F)n2)cc1 returned KAT2A inh -2%, TDP1 cell CPT 4.6µM* and TDP1 cell noCPT 5.2µM*.
For Cc1cccc(Cn2nnc(C(=O)Nc3cc(C)ccc3C)c2N)c1 the results were KAT2A inh -12%, TDP1 cell CPT 29µM* and TDP1 cell noCPT 18µM*.
For Cc1nc(Nc2ccccc2)[nH]c(=O)c1CCC(C)C the results were KAT2A inh -4%, TDP1 cell CPT 7.3µM* and TDP1 cell noCPT inconclusive.
`CCOC(=O)N1CCN(C(=O)C2CC(c3cc(OC)ccc3OC)=NO2)CC1` (centres undefined) gave KAT2A inh -10%, TDP1 cell CPT -7% and TDP1 cell noCPT 1%.
COc1ccc(C(=O)C(C)OC(=O)COc2ccccc2)cc1 (centres undefined) was read as KAT2A inh -3%, TDP1 cell CPT 12% and TDP1 cell noCPT 3%.
`CNc1cnn(-c2ccccc2)c(=O)c1Cl` gave KAT2A inh 0%, TDP1 cell CPT inconclusive and TDP1 cell noCPT inconclusive.
`N#Cc1ccccc1CCN1C(=O)c2ccccc2C1=O` gave KAT2A inh -13%, TDP1 cell CPT -2% and TDP1 cell noCPT 6%.
For COc1cccc(C2=NOC(C(=O)NC(C)(C)C)C2)c1 (centres undefined) the results were KAT2A inh -3%, TDP1 cell CPT -3% and TDP1 cell noCPT 0%.
Screening CCCCCCN1C[C@@H](n2cc(COC(=O)c3ccccc3)nn2)[C@H](O)C[C@@H]1c1ccccc1 returned TDP1 cell CPT inconclusive and TDP1 cell noCPT inconclusive.
For Cc1nn(-c2ccccc2)c(C)c1CNC(=O)c1ccc(S(=O)(=O)NCc2ccco2)cc1 the results were KAT2A inh 1%, TDP1 cell CPT -5% and TDP1 cell noCPT 3%.
Screening CC(=O)c1ccc(NS(=O)(=O)c2ccc(Br)s2)cc1 returned KAT2A inh -5%, TDP1 cell CPT -7% and TDP1 cell noCPT 8%.
Screening CC(CCN1CCC(CN2C(=S)NCC2Cc2ccccc2)CC1)c1ccccc1 (centres undefined) returned TDP1 cell CPT -3% and TDP1 cell noCPT -26%.
`O=C(COC(=O)c1cc([N+](=O)[O-])ccc1N1CCOCC1)NC1CCCCC1` gave KAT2A inh 2%, TDP1 cell CPT 17% and TDP1 cell noCPT -6%.
O=C(NC1CCCCC1)C(c1ccnc2ccccc12)n1c(=O)c(-c2cc3ccccc3[nH]2)nc2ccccc21 (centres undefined) was read as TDP1 cell CPT inconclusive and TDP1 cell noCPT 15µM*.
For COc1ccc(-c2nn(-c3ccccc3)cc2C(=O)Nc2nccs2)cc1 the results were KAT2A inh 4%, TDP1 cell CPT inconclusive and TDP1 cell noCPT inconclusive.
`CCn1cc(C(=O)Nc2ccc(OC)c(S(=O)(=O)N3CCCCC3)c2)c(=O)c2ccc(C)nc21` gave KAT2A inh 0%, TDP1 cell CPT inconclusive and TDP1 cell noCPT 23µM*.
Screening Cc1ccc(S(=O)(=O)N/N=C(\c2ccccc2)C2CC2)cc1 returned KAT2A inh -27%, TDP1 cell CPT -15% and TDP1 cell noCPT 10%.
For O=C(O)C[C@H]1c2cc(F)ccc2S(=O)(=O)N1C1CCN(Cc2ccccc2)CC1 the results were TDP1 cell CPT -1% and TDP1 cell noCPT -12%.
CC(C)(C)c1ccc(S(=O)(=O)NCC(=O)Nc2ccc(-c3nc4ccccc4s3)cc2)cc1 was read as KAT2A inh inconclusive, TDP1 cell CPT -3% and TDP1 cell noCPT -26%.
`Nc1ccc2c(c1)C(=NO)c1ccccc1-2` gave TDP1 cell CPT 18µM* and TDP1 cell noCPT 8.2µM*.
For Cc1ccc(NC(=O)CSc2nc3c(c(=O)[nH]2)CN(Cc2ccc(F)cc2)CC3)cc1C the results were KAT2A inh -8%, TDP1 cell CPT inconclusive and TDP1 cell noCPT inconclusive.
For CC(C)OC(=O)c1c(NS(=O)(=O)c2ccccc2)sc2c1CCCC2 the results were KAT2A inh -7%, TDP1 cell CPT 6.5µM* and TDP1 cell noCPT 5.2µM*.
Nc1c(Br)cc2c([nH]c(=O)c3ccccc32)c1Br was read as TDP1 cell CPT inconclusive and TDP1 cell noCPT inconclusive.
For CC(Oc1ccccc1)c1nnc(SCC(=O)NC2CC2)n1C (centres undefined) the results were KAT2A inh 2%, TDP1 cell CPT 10% and TDP1 cell noCPT -16%.
CCCN1CNC(=S)N(c2ccc(C(=O)OCC)cc2)C1 was read as KAT2A inh 45%[activator], TDP1 cell CPT -1% and TDP1 cell noCPT 4%.
`O=C(Cn1cnc([N+](=O)[O-])c1)Nc1ccccc1C(F)(F)F` gave KAT2A inh -20%, TDP1 cell CPT -4% and TDP1 cell noCPT inconclusive.
O=S(=O)(c1ccccc1)N1CCN(Cc2ccc(Cl)cc2)CC1 was read as KAT2A inh -8%, TDP1 cell CPT -27% and TDP1 cell noCPT inconclusive.
Screening CCOC(=O)c1cccc(NC(=O)CN2C(=O)CC(C)(C)Sc3ccccc32)c1 returned KAT2A inh -6%, TDP1 cell CPT 21µM* and TDP1 cell noCPT inconclusive.
For CCCCNC(=O)C1CCN(C(=O)N2CC(C)Oc3ccc(Cl)cc32)CC1 (centres undefined) the results were KAT2A inh -15%, TDP1 cell CPT inconclusive and TDP1 cell noCPT 21µM*.
COc1ccc(CNC(=O)CSc2ncc3c(n2)-c2cc(Cl)ccc2N(Cc2ccccc2)S3(=O)=O)cc1 was read as KAT2A inh 29%, TDP1 cell CPT 2% and TDP1 cell noCPT -17%.
NNc1nc(Nc2ccc([N+](=O)[O-])cc2)nc(N2CCCCCC2)n1 was read as KAT2A inh -8%, TDP1 cell CPT inconclusive and TDP1 cell noCPT inconclusive.
`C#Cc1cccc(Nc2nc(NC(C)C)nc3ccsc23)c1` gave TDP1 cell CPT inconclusive and TDP1 cell noCPT 21µM*.
O=C(COc1ccc(Cl)cc1Cl)N1CCNC1=O was read as KAT2A inh -8%, TDP1 cell CPT -6% and TDP1 cell noCPT -6%.
`Cc1ccccc1NC(=O)Cc1nc(COC(=O)c2cccnc2Cl)cs1` gave KAT2A inh -7%, TDP1 cell CPT -27% and TDP1 cell noCPT -10%.
`Cc1ccc(NC(=O)C(C)Sc2nc(-c3ccccc3)cc(=O)[nH]2)cc1` (centres undefined) gave KAT2A inh -18%, TDP1 cell CPT 0% and TDP1 cell noCPT 1%.
Screening CC(C)c1ccc(NC(=O)C2C3C=CC4(O3)C2C(=O)N(CCCN2CCOCC2)C4C(=O)NC2CCCCC2)cc1 (centres undefined) returned KAT2A inh -20%, TDP1 cell CPT 1% and TDP1 cell noCPT 2%.
For CC[C@H]1C(=O)[C@@H](Cc2ccccc2)[C@@H]2CCN3C(=O)CCC[C@H]1[C@H]23 the results were TDP1 cell CPT -12%&-6% and TDP1 cell noCPT 1%&-18%.
